GLP1R inv ag – qHTS of GLP-1 Receptor Inverse Agonists (Inhibition Mode) | Potency, µM (doses to about 38.3 µM), for inactives: at the top dose activity change, negative = inhibition, usual class: inhibitors | actives 1.6% (n = 410,000) | Glucagon-like peptide 1 receptor (Homo sapiens), P43220 | HEK293 GLP-1R CRE-luciferase, luminescence, 24 h; GLP-1R form is constitutively active; note: potency is the fitted concentration of half-maximal effect; % is set by controls: 0 for no effect and ±100 for the full control effect; nearly all actives have a fitted effect of over 55% in size
Target sequence (P43220 whole entry, looked up): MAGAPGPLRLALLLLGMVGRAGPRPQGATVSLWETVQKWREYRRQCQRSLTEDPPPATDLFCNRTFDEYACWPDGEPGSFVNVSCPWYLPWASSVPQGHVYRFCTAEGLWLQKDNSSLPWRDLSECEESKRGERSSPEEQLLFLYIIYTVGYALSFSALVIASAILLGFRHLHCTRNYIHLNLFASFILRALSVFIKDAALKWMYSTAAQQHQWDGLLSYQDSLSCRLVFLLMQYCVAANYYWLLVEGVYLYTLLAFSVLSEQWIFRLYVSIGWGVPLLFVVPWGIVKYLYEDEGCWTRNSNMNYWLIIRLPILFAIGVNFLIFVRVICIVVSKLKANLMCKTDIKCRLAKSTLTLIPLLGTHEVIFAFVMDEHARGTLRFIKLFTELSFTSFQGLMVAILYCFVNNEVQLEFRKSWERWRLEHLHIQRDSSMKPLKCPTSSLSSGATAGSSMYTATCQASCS
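qHTS in 1536-well format: reporter HEK293 cells expressing constitutive GLP-1R activity in DMEM + 10% Nu serum, 24 hr with compounds at 37 deg C, luminescence read after 12 min with detection reagent.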
DRD3 agonist – qHTS of D3 Dopamine Receptor Agonist: qHTS; D(3) dopamine receptor (Homo sapiens), P35462; D3R DiscoveRx beta-arrestin cells, luminescence, 90 min; actives 0.58% (n = 410,000); AID 652048, 2013; max activation, %; in the data active = max activation above about 30%; note: 0% is about no effect; mostly tested at two doses, the higher about 12 µM
Target sequence (P35462 whole entry, looked up): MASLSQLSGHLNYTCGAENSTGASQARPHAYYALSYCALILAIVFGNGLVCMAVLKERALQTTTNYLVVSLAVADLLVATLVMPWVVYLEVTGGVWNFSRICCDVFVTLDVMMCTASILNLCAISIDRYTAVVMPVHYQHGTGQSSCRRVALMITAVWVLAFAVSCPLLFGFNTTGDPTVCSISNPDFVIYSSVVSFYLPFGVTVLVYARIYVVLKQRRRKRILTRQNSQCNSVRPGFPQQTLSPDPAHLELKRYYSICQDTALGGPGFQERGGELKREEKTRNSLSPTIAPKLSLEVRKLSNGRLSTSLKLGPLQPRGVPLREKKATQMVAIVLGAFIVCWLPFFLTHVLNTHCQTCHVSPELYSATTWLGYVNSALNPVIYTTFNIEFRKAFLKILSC
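Agonist-mode cell screen: cells plated at 1500/well and incubated overnight at 37 °C, then exposed to library compounds for 90 min at 37 °C. Detection reagent was added for 30–60 min at room temperature, and luminescence was read.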
HEK293 tox – qHTS of GLP-1 Receptor Inverse Agonists: Cytotox Screen; actives 0.13% (n = 410,000); AID 624418, 2012; HEK293 cAMP-luciferase reporter cells, luminescence, 24 h; Potency, µM (doses to about 38.3 µM), inactives show top-dose activity change, negative = inhibition, most hits filed as inhibitors;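 note: loss of luciferase light is scored as toxicity; potency is the fitted concentration of half-maximal effect; % is set by controls: 0 for no effect and ±100 for the full control effect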
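Compound-treated cells are incubated 24 hr at 37 deg C under 5% CO2 after a 12 hour attachment period, then luciferase detection reagent is added and luminescence is measured following 12 min at room temperature; lowered signal indicates toxicity.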
An asterisk follows results filed as active; ? = inconclusive; [ ] = remark or other dose. Unless noted, calls come from the whole dose curve; as a rule, active = well fitted curve in the direction sought with a large enough effect; inconclusive = small, poorly fitted or top-dose-only effect, or another doubt; inactive = no such curve, though single readings can be large; an effect the other way counts as inactive or inconclusive. Some of the compounds tested (hit frequency here may not be typical).

SMILES	GLP1R inv ag	DRD3 agonist	HEK293 tox
COc1ccccc1CNC(=O)c1ccccc1NC(=O)c1nsc2ccccc12	20%	-9	1%
Cc1ccccc1-n1nc(CO)c(C(=O)NCC(c2ccccc2)c2ccccc2)n1	?	4	-4%
CCOC(=O)c1c(C)[nH]c(CCC(=O)NCCCN2CCN(c3cc(C)ccc3C)CC2)c1C	?	-40	?
Cc1cc(NC(=O)c2cccc(Cl)c2)ccc1-c1cc2ccccc2oc1=O	9%	2	0%
CCOC(=O)c1c(NC(=O)c2ccccc2C)sc2c1CCCC2	9%	5	5%
O=C(Nc1nnc(N2CCCCCC2)s1)Nc1ccccc1C(F)(F)F	6%	5	-2%
COc1cccc(CN2CCCN(Cc3ccc(F)cc3)S2(=O)=O)c1	-27%	4	6%
CCCCNC(=O)C1CCN(C(=O)N2CC(C)Oc3ccc(Cl)cc32)CC1 (configuration not stated)	12%	10	-8%
O=C(Nc1nc2n(n1)C(c1ccccc1)C=C(c1ccccc1)N2)c1ccccc1 (configuration not stated)	-10%	-19	208%[activator]
Cc1cccc(NC(=O)C(=O)NCC(c2cccnc2)N2CCOCC2)c1 (configuration not stated)	12%	-11	-2%
CC(NC(=O)Nc1cc(Cl)ccc1Cl)c1c(-n2cccc2)sc2c1CCCC2 (configuration not stated)	3.5µM*	4	-10%
COc1cc(OC)cc(C(=O)Nc2cc3c(cc2N2CCCC2)n(C)c(=O)c(=O)n3C)c1	12%	2	3%
O=C(COc1ccccc1F)Nc1ccc2nc(SCC(=O)N3CCOCC3)sc2c1	15%	5	-11%
CC1Cc2cc(S(=O)(=O)CCC(=O)Nc3ccc(F)cc3)ccc2N1C(=O)C1CC1 (configuration not stated)	-15%	8	0%
Clc1ccc(N2CCN(Cc3nnc(-c4ccc5c(c4)OCO5)o3)CC2)cc1	-11%	8	-1%
COc1ccccc1CNC(=O)c1cccn1-c1nnc(N2CCCC2)s1	-6%	-1	-6%
CCCS(=O)(=O)N1CC(=O)N(c2cc(C)cc(C)c2)C(C)(C(=O)NC2CCCCCC2)C1 (configuration not stated)	8%	-10	8%
COCCCNc1oc(-c2ccc(COc3ccc(Cl)cc3)o2)nc1C#N	-25%	3	-11%
CCOC(=O)c1ccc(NC(=O)CSc2nc3ccccc3c(=O)n2CCNC(C)=O)cc1	1%	-2	9%
Cc1cc(NC(=O)c2cccn2-c2nnc(N3CCCCC3)s2)ccc1Br	10µM*	-26	-11%

Part of the list above in order of formula weight, smallest number first:
SMILES	GLP1R inv ag	DRD3 agonist	HEK293 tox
COc1ccccc1CNC(=O)c1ccccc1NC(=O)c1nsc2ccccc12	20%	-9	1%
COc1cc(OC)cc(C(=O)Nc2cc3c(cc2N2CCCC2)n(C)c(=O)c(=O)n3C)c1	12%	2	3%
Cc1cc(NC(=O)c2cccn2-c2nnc(N3CCCCC3)s2)ccc1Br	10µM*	-26	-11%

Next part
SMILES	GLP1R inv ag	DRD3 agonist	HEK293 tox
Cn1cc(C(=O)O)c(=O)c2cc(S(=O)(=O)N3CCOCC3)ccc21	?	-11	-24%
COc1cn(CC(=O)Nc2ccccc2)c(CN2CCCCC2)cc1=O	13%	2	-13%
CCNc1sc(S(C)(=O)=O)nc1S(=O)(=O)c1ccc(C)cc1	6%	-9	17%
CCCc1cc(=O)[nH]c(Nc2cc(C)ccc2OC)n1	?	-28	-11%
CCOC(=O)c1ccc(NC(=O)N2CCOc3ccccc32)cc1	9%	-14	-3%
COc1cc(C(=O)N2CCN(CCc3ccccn3)CC2)cc(OC)c1OC	5%	-8	2%
CCc1cccc(NC(=O)COc2cc(=O)n(CC)c3ccccc23)c1	0%	-8	1%
O=C(Nc1ccc(OC(F)(F)F)cc1)C(Cc1ccccc1)NS(=O)(=O)c1cccc2nsnc12 (configuration not stated)	?	-4	-22%
COc1ccc(C)cc1NC(=O)COCc1cc(-c2ccc(F)cc2)on1	?	7	-7%
CC(=O)c1ccc(NC(=O)c2ccc(-c3nc(CSc4ccccc4)c(C)o3)cc2)cc1	-3%	13	-1%
CCCOc1ccc(N2CC(C(=O)Nc3cccc(Cl)c3Cl)CC2=O)cc1 (configuration not stated)	4%	-7	-1%
CNc1c(NC(=O)c2ccc(OC)c(OC)c2)c(=O)oc2ccccc12	-3%	2	-21%
Cc1cccc(NC(=O)c2cc3c(=O)n4ccccc4nc3n2C)c1C	-29%	10	-6%
Cc1cccc2sc(N(Cc3cccnc3)C(=O)COc3ccccc3)nc12	?	-7	10%
COCCNC(=O)c1nn(-c2ccc(C)cc2)c(=O)c2c1c1ccccc1n2C	4%	3	21%
Cc1ccc(C)c(Nc2nnc(-c3ccc(C)c(S(=O)(=O)N4CCCCC4)c3)c3ccccc23)c1	?	-22	-6%
Cc1ccc(OCCSc2nc3ccccc3n2CC(=O)NC(C)C)cc1	10%	-4	8%
O=C(Cn1ncc2c3ccccc3n(Cc3ccccc3)c2c1=O)NCc1cccs1	16%	-6	1%
COc1cccc(NC(=O)Cn2c(=O)n(-c3ccc(C)cc3)c(=O)c3ccc(C(=O)NCc4ccco4)cc32)c1	?	-17	?
Cc1ccccc1NC(=O)/C(C#N)=C/c1ccc(Cl)cc1Cl	-6%	-8	2%
Cc1ccccc1C(=O)NCC(c1cccnc1)N1CCc2ccccc21 (configuration not stated)	-19%	-6	11%
Cc1ccc(CNC(=O)c2c(C)oc3ncnc(N4CCOCC4)c23)cc1	-7%	-1	-2%
O=C(NCCc1ccccc1)c1ccc(Cn2c(=O)c3cccn3c3cccnc32)cc1	9%	3	3%
O=C(CSc1nc2ccccc2n1Cc1ccccc1)N1CCN(c2ccc(F)cc2)CC1	-73%	-1	-32%
CC(=O)Nc1ccccc1-c1nc2ccccc2n(CC(=O)Nc2cccc(C(F)(F)F)c2)c1=O	-19%	8	0%
Cc1cccc(C)c1OCC(=O)N(Cc1ccco1)Cc1ccco1	?	8	-1%
CCCN(C(=O)c1cc2c(=O)[nH]c3ccc(C)cc3c2s1)c1ccc(CC)cc1	-7%	5	4%
COc1cc(CNC(=O)c2ccc3nc(CCc4ccccc4)oc3c2)cc(OC)c1OC	11µM*	6	2%
COc1ccc(N2CC(NC(=O)c3ccc(OC(C)C)cc3)CC2=O)cc1 (configuration not stated)	-2%	-19	2%
CCCCOc1ccc(C(=O)NCCc2csc3nc(-c4ccccc4F)nn23)cc1	26%	5	2%
CC1N=C2c3ccccc3N=C(SCC(=O)NCCc3ccccc3)N2C1=O (configuration not stated)	13%	-11	-3%
COC(=O)CN1C(=O)CSc2ccc(S(=O)(=O)Nc3cc(C)ccc3C)cc21	-6%	5	1%
COc1ccc(S(=O)(=O)NCC(c2ccc(N(C)C)cc2)N2CCc3ccccc32)cc1OC (configuration not stated)	-8%	-18	-15%
Cc1ccc(NC(=O)COCc2cc(-c3cccs3)on2)cc1Cl	-8%	-15	4%
CCCCSCCCNC(=O)C1CCN(Cc2nc(-c3cccc(Br)c3)oc2C)CC1	4%	-13	0%
Cc1cc(=O)n(Cc2cccc(Cl)c2)c2c1c(C)nn2C	-18%	13	-9%
COc1ccccc1C(=O)NCC(c1cccnc1)N1CCc2ccccc2C1 (configuration not stated)	0%	1	-8%
Cc1ccc(S(=O)(=O)N2CCCc3cc(NC(=O)c4ccc(C(C)(C)C)cc4)ccc32)cc1	?	6	-9%
Cc1ccc(N(C)C(=O)CN2C(=O)CCc3cc(S(=O)(=O)N4CCOCC4)ccc32)cc1	13%	6	-7%
COc1cccc(-c2cc(C(=O)NCc3ccccc3)no2)c1	11%	-6	-6%
Cc1ccc(CNS(=O)(=O)c2ccc(C(=O)N(C)C)s2)cc1	-16%	-10	-6%
O=[N+]([O-])c1cc(-c2nc(-c3ccco3)no2)ccc1NCc1ccccc1	1%	4	-14%
Cc1ccc2oc3c(c(=O)c2c1)C(c1ccc(OCC(N)=O)cc1)N(Cc1ccc2c(c1)OCO2)C3=O (configuration not stated)	11%	-15	-1%
COc1cc2c(cc1NC(=O)COc1cc(C)ccc1C)oc1ccccc12	13%	-5	-1%
Cc1ccc(/C=C(\C#N)c2nc3ccccc3c(=O)[nH]2)cc1	4%	6	33%[activator]
Cc1ccc(CSCCC(=O)N2CCN(c3ccc(F)cc3)CC2)cc1	?	-14	13%
COc1ccccc1NC(=O)Cn1c(SCC(=O)NCc2ccccc2)nc2ccccc21	-11%	3	-2%
CC1=C(C(=O)N2CCN(c3ccc(Cl)cc3)CC2)C2(CCC(C)CC2)OC1=O (configuration not stated)	1%	-7	12%
CSc1nnc(NC(=O)c2cc(=O)c3cc(C)c(C)cc3o2)s1	12%	2	0%
O=C(NCCCc1nc2ccccc2n1Cc1ccccc1F)c1ccco1	-19%	6	2%
Cc1cccc(CSc2nc3ccncc3n2Cc2ccc(C(=O)O)cc2)c1	27%	3	7%
CCOC(=O)c1[nH]c(C)c(CCC(=O)Nc2ccc(Br)c(C)c2)c1C	?	-5	5%
CCCCNC(=O)c1ccc2c(c1)NC(=O)C(CS(=O)(=O)Cc1ccc(F)cc1Cl)N2 (configuration not stated)	10%	-15	9%
O=C(NCCCN1CCN(c2ccccc2F)CC1)c1ccc2nc(Cc3ccccc3)oc2c1	?	1	-1%
COc1ccc(C2CC(=O)Nc3c2c(C)nn3-c2nncc(-c3ccccc3)n2)c(OC)c1OC (configuration not stated)	4%	-12	0%
O=C(NCCc1ccc(F)cc1)C(=O)NCC(c1ccco1)S(=O)(=O)c1ccccc1 (configuration not stated)	5%	13	1%
COc1ccc(-c2oc3ncn4nc(COc5ccc(C)cc5)nc4c3c2-c2ccc(OC)cc2)cc1	3%	2	-2%
Cc1ccc(NC(=O)C(=O)NCCc2csc3nc(-c4ccccc4C)nn23)cc1Cl	0%	6	0%
COc1ccc(/C=C(\C#N)c2nc(-c3cc4ccccc4oc3=O)cs2)cc1OC	-1%	-3	8%
O=C(NCCc1ccccc1)c1ccc(Cn2c(SCc3ccc(F)cc3)nc3cccnc32)cc1	28%	-15	-16%
Additional entries.
SMILES	GLP1R inv ag	DRD3 agonist	HEK293 tox
CCOc1ccc(C(=O)c2oc3ccccc3c2NC(=O)Cc2coc3ccc(CC)cc23)cc1	13%	2	-9%
CCCCCOc1ccc(Cn2c(=O)oc3ccccc32)cc1	5%	0	-4%
Cc1ccc(S(=O)(=O)N2CCN(Cc3ccccc3)CC2)c(C)c1NS(C)(=O)=O	12%	5	11%
CCOC(=O)C1CCN(C(c2cccc(F)c2)c2c(O)cc(C)n(CCOC)c2=O)CC1 (configuration not stated)	19%	-8	-9%
CCc1ccc(NC(=O)CSc2nc3c(c(=O)[nH]2)CN(Cc2ccc4c(c2)OCO4)CC3)cc1	8%	-21	-1%
Cn1cnc(S(=O)(=O)N2CCC(C(=O)NCc3ccccc3)CC2)c1	10%	-9	13%
CC(=O)c1ccc(NC(=O)C2CCC(CNS(=O)(=O)c3cccc4nsnc34)CC2)cc1 (configuration not stated)	17%	17	3%
O=C(Nc1cccc(Cl)c1)C1CCCN(c2nn3cc(-c4ccc(F)cc4)nc3s2)C1 (configuration not stated)	?	-2	-19%
Cc1cc(C)n(-c2nc3cc(Cl)ccc3nc2Nc2ccc(CC(=O)O)cc2)n1	7%	-1	13%
COc1ccccc1CCNC(=O)C(=O)NCC(c1cccs1)S(=O)(=O)c1ccc(C)cc1 (configuration not stated)	-21%	-2	-5%
CCOc1ccccc1NS(=O)(=O)c1cc2[nH]c(=O)c(=O)[nH]c2cc1C	15%	7	-11%
CCOc1ccc(CNC(=O)c2cc(=O)[nH]c3ccc(S(=O)(=O)N4CCCC4)cc23)cc1	6%	10	-24%

By substructure: the entries above with a furan ring, fused or not.
SMILES	GLP1R inv ag	DRD3 agonist	HEK293 tox
COCCCNc1oc(-c2ccc(COc3ccc(Cl)cc3)o2)nc1C#N	-25%	3	-11%
COc1cccc(NC(=O)Cn2c(=O)n(-c3ccc(C)cc3)c(=O)c3ccc(C(=O)NCc4ccco4)cc32)c1	?	-17	?
Cc1ccc(CNC(=O)c2c(C)oc3ncnc(N4CCOCC4)c23)cc1	-7%	-1	-2%
Cc1cccc(C)c1OCC(=O)N(Cc1ccco1)Cc1ccco1	?	8	-1%
O=[N+]([O-])c1cc(-c2nc(-c3ccco3)no2)ccc1NCc1ccccc1	1%	4	-14%
COc1cc2c(cc1NC(=O)COc1cc(C)ccc1C)oc1ccccc12	13%	-5	-1%
O=C(NCCCc1nc2ccccc2n1Cc1ccccc1F)c1ccco1	-19%	6	2%
O=C(NCCc1ccc(F)cc1)C(=O)NCC(c1ccco1)S(=O)(=O)c1ccccc1 (configuration not stated)	5%	13	1%
COc1ccc(-c2oc3ncn4nc(COc5ccc(C)cc5)nc4c3c2-c2ccc(OC)cc2)cc1	3%	2	-2%
CCOc1ccc(C(=O)c2oc3ccccc3c2NC(=O)Cc2coc3ccc(CC)cc23)cc1	13%	2	-9%

Compound activity as filed in PubChem BioAssay.
